Compound activity as filed in PubChem.
Mm-Cpn inhibitor: M. maripaludis TRiC chaperonin inhibition. purified Mm-Cpn ATPase, ADP Transcreener TR-FRET. 330,000 compounds, 0.031% hits. Potency, µM (series often up to 76.9 µM), without a hit: top-dose activity, negative = inhibition, usual class: inhibitors; also: potency is read from the fitted curve at half-maximal effect; % is scaled to controls: 0 for no effect and ±100 for the full control effect; nearly all actives have a fitted effect of over 80% in size
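TR-FRET (320 nm excitation; 590 and 665 nm emission) reports ADP made from 10 uM ATP by 25 nM enzyme; compounds were preincubated 10 min, reaction run 30 min, both at 37°C.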
Akt phos inh: blocks phosphorylation of Akt; Neuro2A IGF-stimulated pAkt S473 HTRF, 20 min; stronger effect = lower value; activity change, % for hits at 50 µM; 360,000 compounds, 0.32% hits; AID 651550; in the data active = activity change below about -80%; inconclusive = mostly about -51% to -80%; also: % is scaled to controls: 0 for no effect and ±100 for the full control effect
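Neuro2A cells in DMEM with 0.5% FBS, overnight at 37 deg C, given compound at single 50 µM final, then IGF (6 nM final) for 20 min at 37 deg C. Lysed; phospho-Akt Ser473 by HTRF after 24 h, 665/615 ratio.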
PTHR1 agonist: agonists of human PTHR1 parathyroid hormone receptor; Q03431; HEK293 GP2 PTHR1 cells, GloSensor cAMP luminescence, 1 h; Potency, µM (series often up to 115 µM), inactives show top-dose activation, actives largely listed as activators; 410,000 compounds, 0.075% hits; AID 743266; also: potency is read from the fitted curve at half-maximal effect; nearly all actives have a fitted effect of over 55% in size; some results filed as inactive show a strong effect at the top dose; inactives centre near -15; many of its hits are not listed in these tables
Target sequence (Q03431 whole entry, looked up): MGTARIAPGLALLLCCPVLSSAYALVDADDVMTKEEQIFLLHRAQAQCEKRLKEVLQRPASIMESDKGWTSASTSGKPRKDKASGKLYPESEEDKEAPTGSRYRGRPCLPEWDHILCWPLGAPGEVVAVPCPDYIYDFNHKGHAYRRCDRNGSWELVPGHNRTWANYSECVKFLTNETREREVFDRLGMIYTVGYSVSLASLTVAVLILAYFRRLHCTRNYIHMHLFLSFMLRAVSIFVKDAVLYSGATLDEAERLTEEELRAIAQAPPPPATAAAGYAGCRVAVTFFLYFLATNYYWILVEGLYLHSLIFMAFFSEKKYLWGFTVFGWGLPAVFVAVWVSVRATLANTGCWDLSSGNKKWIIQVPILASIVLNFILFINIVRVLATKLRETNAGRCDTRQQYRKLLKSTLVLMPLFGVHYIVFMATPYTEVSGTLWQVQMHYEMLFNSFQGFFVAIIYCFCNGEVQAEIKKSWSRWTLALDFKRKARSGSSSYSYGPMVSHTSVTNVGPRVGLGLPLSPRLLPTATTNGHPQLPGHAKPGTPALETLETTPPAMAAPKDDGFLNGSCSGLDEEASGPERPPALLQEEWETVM
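HEK-293-derived GP2 cells expressing PTHR1 and a GloSensor cAMP reporter, 3,000/well, plated overnight, given luciferin plus IBMX (each 0.5 mM as added) for 1 h at 37 °C, then compound for 1 h at 37 °C. Luminescence was read after 15 min at room temperature.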
Abeta rescue: compounds reversing amyloid beta toxicity in yeast. yeast expressing A-beta42, growth rescue, OD600, 48 h; response scale: 0% DMSO, 100% iron-clioquinol control. Potency, µM (top dose mostly 46.1 µM), inactives show top-dose growth rescue, usual class: activators. 410,000 compounds, 0.063% hits; also: potency is read from the fitted curve at half-maximal effect; nearly all actives have a fitted effect of over 55% in size
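Growth rescue measured by 600 nm absorbance after 48 h yeast culture at 30 C with compound. Values normalized between DMSO and an equimolar ferric chloride plus clioquinol control.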
FUS yeast rescue: FUS proteinopathy suppression in yeast; 390,000 compounds, 0.24% hits; S. cerevisiae FUS-expressing, growth rescue, OD600, 24 h; Potency, µM (top dose mostly 76.6 µM), without a hit: at the top dose growth rescue (activation), most hits filed as activators; AID 1347120;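 also: potency is read from the fitted curve at half-maximal effect; plate controls were DMSO vehicle for no effect and reference control for full effect; nearly all actives have a fitted effect of over 55% in size; some results filed as inactive show a strong effect at the top dose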
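Steps: raffinose overnight preculture; dilution to OD 0.005 in 2% galactose minimal medium; compound addition (concentration series); 24hr at 30C, 99% humidity; absorbance read at 600 nm.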
HEK293 tox: cytotoxicity in counter-screen for GLP-1R inverse agonists. HEK293 cAMP-luciferase reporter cells, luminescence, 24 h. Potency, µM (titrated, usually from 38.3 µM), inactives show at the highest dose activity change, negative = inhibition, usual class: inhibitors. 410,000 compounds, 0.13% hits. AID 624418;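 also: loss of luciferase light is scored as toxicity; potency is read from the fitted curve at half-maximal effect; % is scaled to controls: 0 for no effect and ±100 for the full control effect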
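A 23 nL compound transfer followed 12 hours of cell culture at 37 deg C; exposure then lasted 24 hr. Luciferase assay detection reagent was dispensed and plates read for luminescence after a 12 min room-temperature wait.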
TDP-43 yeast inh: inhibitors of TDP-43 toxicity in yeast; TDP-43 expressing yeast growth rescue, BacTiter-Glo, 24 h; 410,000 compounds, 1.8% hits; AID 652104; Potency, µM (highest dose often 46.1 µM), for inactives: at the highest dose growth rescue (activation), actives largely listed as activators; also: potency is read from the fitted curve at half-maximal effect; % of control where 0% means no effect; nearly all actives have a fitted effect of over 50% in size
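Galactose-induced TDP-43 yeast, OD600=0.02, compound pinned; 24 hr, 30 deg C; BacTiter-Glo luminescence for growth. Inhibitors of TDP-43 toxicity read as activators.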
aSyn yeast inh: rescues yeast growth from alpha-synuclein toxicity | 370,000 compounds, 0.14% hits | Yeast expressing alpha-synuclein, growth rescue, BacTiter-Glo, 24 h | Potency, µM (highest dose often 46.1 µM), inactives show top-dose growth rescue (activation), usual class: activators; also: potency is read from the fitted curve at half-maximal effect; % of control where 0% means no effect; nearly all actives have a fitted effect of over 65% in size
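Readout is rescue of growth in alpha-synuclein-expressing yeast, so inhibitors of toxicity appear as activators. Growth after 24 hr at 30 deg C in galactose medium is quantified by luminescence.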
GLP1R inv ag: GLP-1 receptor (human) inverse agonism; HEK293 GLP-1R CRE-luciferase, luminescence, 24 h; GLP-1R form is constitutively active; Potency, µM (doses to about 38.3 µM), for the others: at the top dose activity change, negative = inhibition, usual class: inhibitors; 410,000 compounds, 1.6% hits; also: potency is read from the fitted curve at half-maximal effect; % is scaled to controls: 0 for no effect and ±100 for the full control effect; nearly all actives have a fitted effect of over 55% in size
Target sequence (P43220 whole entry, looked up): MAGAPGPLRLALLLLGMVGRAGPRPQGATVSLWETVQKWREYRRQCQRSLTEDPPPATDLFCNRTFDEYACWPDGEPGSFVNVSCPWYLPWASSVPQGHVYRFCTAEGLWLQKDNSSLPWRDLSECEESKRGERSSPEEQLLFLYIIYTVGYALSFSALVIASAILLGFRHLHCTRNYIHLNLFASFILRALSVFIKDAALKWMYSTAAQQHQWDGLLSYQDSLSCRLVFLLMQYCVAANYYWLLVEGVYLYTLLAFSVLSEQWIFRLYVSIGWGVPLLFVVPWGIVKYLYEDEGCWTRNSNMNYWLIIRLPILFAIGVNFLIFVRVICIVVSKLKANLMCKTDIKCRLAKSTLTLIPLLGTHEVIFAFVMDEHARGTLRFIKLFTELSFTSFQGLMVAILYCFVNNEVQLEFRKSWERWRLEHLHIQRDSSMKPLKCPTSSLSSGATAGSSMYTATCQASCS
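qHTS in 1536-well format: reporter HEK293 cells expressing constitutive GLP-1R activity in DMEM + 10% Nu serum, 24 hr with compounds at 37 deg C, luminescence read after 12 min with detection reagent.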
* hit, by the source's call; i = inactive; ? = inconclusive; . = not tested or not shown; & = joins results of further samples; [ ] = dose if it differs, or a comment. Unless noted, calls follow the shape of the dose curve; as a rule, active = well fitted curve in the direction sought with a large enough effect; inconclusive = small, poorly fitted or top-dose-only effect, or another doubt; inactive = no such curve, though single readings can be large; an effect the other way counts as inactive or inconclusive. Not all compounds are listed (hit frequency here may not be typical).

smiles,Akt phos inh,Abeta rescue,PTHR1 agonist,GLP1R inv ag,HEK293 tox,TDP-43 yeast inh,Mm-Cpn inhibitor,aSyn yeast inh,FUS yeast rescue
COCC1CCN(Cc2nc(-c3cccs3)no2)C1 (stereo not drawn),i,-4%,i,-7%,23%,-10%,3%,-1%,18%
Cc1ccc(OCC(=O)N2CCC3(CC2)CC(=O)c2ccccc2O3)cc1,i,14%,-15%,?,1%,?,-3%,10%,5%
Cc1ccc(S(=O)(=O)N2CCOCC2)cc1C(=O)NCc1ccc(F)cc1,i,21%,-3%,-28%,-2%,-14%,-2%,?,16%
O=C(NCc1ccco1)c1csc(Nc2ccccc2Cl)n1,i,6%,i,0%,2%,?,-3%,-2%,27%
CN(C)C(=S)Nc1ccc(Cl)cc1,i,15%,i,10%,-14%,13%,2%,1%,-16%
c1ccc(-c2nnc(SCC3CCCO3)nc2-c2ccccc2)cc1 (stereo not drawn),i,-15%,-6%,?,7%,9%,0%,-6%,34%
CCCNC(=O)CN1CCN(S(=O)(=O)c2ccc(Br)s2)CC1,i,9%,21%,22%,2%,2%,-1%,-4%,-14%
COc1ccc(-c2[nH]nc3c2C(c2ccccc2OC(=O)N2CCOCC2)C(C#N)=C(N)O3)cc1 (stereo not drawn),i,-6%,i,0%,3%,-9%,0%,-7%,19%
COc1ccc(C(CNS(=O)(=O)c2ccc(C)cc2)N2CCN(C)CC2)cc1 (stereo not drawn),i,-4%,?,?,-8%,-16%,0%,-1%,17%
Cc1ccc(C)c(NC(=O)CCC(=O)NNC(=O)c2cccc([N+](=O)[O-])c2)c1,i,-1%,19%[57.5 µM],6%,0%,-9%,0%,0%,9%
COc1ccccc1C(=O)Oc1ccc2c(c1)O/C(=C\c1ccncc1)C2=O,i,-7%,i,23%,171%[activator],-32%[inhibitor],-6%,-11%,.
COC(=O)/C(=C\c1c(OC)cc(OC)cc1OC)C(=O)c1ccc2c(c1)OCO2,i,-15%,-20%,4%,?,4%,.,3%,5%
COCCCNC(=O)CSc1nc(-c2ccc(OC)c(OC)c2)[nH]c1-c1ccc(F)cc1,.,-11%,?,-9%,-3%,-14%,.,.,0%
O=C1C(=O)N(CNc2ccccn2)c2ccccc21,i,-1%,3%[57.5 µM],0%,-17%,26%,1%,4%,21%
CCCCN(C(=O)C1CCC(CNS(=O)(=O)c2cccc3nsnc23)CC1)c1ccccc1 (stereo not drawn),.,-15%,-37%[inhibitor],?,5%,0%,.,.,?
Cc1ccc2c(c1)c(N=Nc1cccc(C(=O)O)c1)c(O)n2C,i,-13%,13%,-6%,-10%,-16%,0%,22%,-33%
COc1cc(C)c(-c2cc(C(=O)O)c(C)o2)cc1C(C)C,i,12%,-40%[inhibitor][57.5 µM],-18%,-1%,-10%,-34%,13%,2%
COc1cc(OC)cc(C(=O)NCCSCc2ccc(Cl)cc2)c1,i,?,-78%[inhibitor],?,-3%,?,1%,-13%,-4%
COc1ccc(OC)c(NC(=O)CSc2nc3scc(C)c3c(=O)[nH]2)c1,i,-5%,-10%,39%[activator],-5%,22%,?,0%,29%
COc1ccc(S(=O)(=O)c2ccccc2)cc1NC(=O)c1c(F)cccc1F,i,2%,-14%,5%,1%,22%,3%,1%,-19%
O=C1NC[C@H](CCCCN2C[C@H](Cc3ccccc3)N(CC3CCCCC3)C(=O)C2=O)N(CC2CCCCC2)C1=O,i,-11%,6%,18%,0%,6%,.,-5%,21%
CCCCOC(=O)CSc1nc(N)c(C#N)c(-c2ccc(OCC)cc2)c1C#N,i,0%,-60%[inhibitor],12%,-11%,9%,-2%,-16%,7%
O=C(CSc1n[nH]c(=O)n1Cc1ccco1)Nc1ccccc1Cl,i,7%,i,-3%,2%,16%,2%,0%,-8%
CCN(CC)C(=O)Cn1cc(C(=O)C(=O)N2CCN(Cc3ccccc3)CC2)c2ccccc21,i,-1%,i,2%,-1%,-25%,-2%,-6%,4%
CCOC(=O)N1CCN(C(=O)Nc2ccc(NC(=O)N3CCN(C(=O)OCC)CC3)cc2)CC1,i,-8%,-13%,-4%[7.66 µM],0%[7.66 µM],4%[9.22 µM],3%,-1%,0%
CCCCCCC(=O)Nc1ccc2nc3c(=O)n(C)c(=O)n(C)c3nc2c1C,.,-34%[inhibitor],i,20%,0%,?,.,.,-17%
CSc1ccccc1NC(=O)CN(C)C(=O)CNC(=O)c1ccc(Oc2ccccc2)cc1,i,9%,-35%[inhibitor],?,3%,20%,.,?,?
COC(=O)CN(c1cccc(C)c1)S(=O)(=O)c1ccccc1,i,-5%,-1%,-16%,-2%,5%,-21%,5%,-27%
Cn1c(=O)c2c(nc(Cl)n2CC(=O)NC2(C#N)CCCCC2)n(C)c1=O,i,2%,-16%,2%,-7%,-12%,0%,-1%,8%
COc1ccc2nc(Nc3nc(CSc4nc5ccccc5[nH]4)cc(=O)[nH]3)nc(C)c2c1,i,-13%,i,?,-2%[1.53 µM],-14%,1%,4%,?
CCCCc1nc2cc(C(=O)N3CCC[C@H]3CO)ccc2o1,i,.,-5%,17%,8%,11%,1%,2%,-9%
COc1ccc(Cl)cc1C(=O)OCC(=O)NC1CCCC(C)C1C (stereo not drawn),i,11%,-10%,?,-6%,?,1%,12%,22%
FC(F)(F)COc1nc(N2CCOCC2)nc(N(c2ccccc2)c2ccccc2)n1,.,16%,i,?,8%,-1%,2%,-7%,?
CC1COc2ccccc2N1C(=O)c1ccc(Cl)cc1 (stereo not drawn),i,-3%,-10%,?,8%,?,0%,1%,14%
O=C(CCN1C(=O)/C(=C\c2ccc(F)cc2)SC1=S)Nc1ccccc1,i,-16%,3%,10%,-3%,-1%,1%,0%,8%
Cc1nn(CC(=O)Nc2ccc(Cl)cn2)c(C)c1Br,i,7%,-23%,-15%,7%,0%,1%,9%,.
Cc1nn(C(=O)CCC(=O)NCc2ccccc2Cl)c2ccccc12,i,?,i,-21%,8%,9%,0%,-1%,-1%
CC(=O)Nc1ccc(-n2c(C)ccc2C)cc1,i,5%,-42%[inhibitor],16%,0%,22%,-4%,3%,4%
COCCNC(=O)CCc1c(C)nc2c(c(C)nn2-c2ccc(C)cc2)c1C,i,-4%&0%,-22%&-11%,-5%&-3%,11%&1%,?,0%,-1%,3%&15%
C=CCON/C(CCC)=C1\C(=O)C(C(=O)OC)C(C)(C)CC1=NC (stereo not drawn),i,-5%,-11%,-1%,0%,11%,-5%,1%,-9%
CCCCCCCCCCCCCCCCCCNc1ccn(C2OC(COP(=O)(O)OCC3OC(n4cc(F)c(=O)[nH]c4=O)CC3O)C(O)C2O)c(=O)n1 (stereo not drawn),i,?,-7%,?,?,?,.,-41%[inhibitor],.
O=C(CSc1nnc(CNC(=O)c2cccs2)o1)NCc1ccc(F)cc1,i,13%,i,2%,-12%,15%,0%,2%,20%
COCCNC(=O)C1CC2Cn3c(nc4cc5ccccc5cc43)C2N1C (stereo not drawn),i,-16%,-12%,13%,3%,-4%,0%,-5%,-20%
Cc1ccc(NC(=O)Nc2nnc(-c3ccccc3)o2)cc1,i,-14%,i,29%,0%,-1%,?,-2%,-18%
CCCCn1nnnc1C1(C)CCC(=O)N1Cc1ccc(OC)cc1 (stereo not drawn),i,-8%,-14%,22%,21%,3%,.,?,-18%
O=C(CC1Sc2ccccc2NC1=O)OC(C(=O)NCCc1ccccc1)c1cccnc1 (stereo not drawn),i,-8%,-9%,-22%,-8%,8%,-2%,0%,.
O=C(Nc1cccc(S(=O)(=O)N2CCOCC2)c1)C1CC(=O)N(c2ccc3c(c2)OCCO3)C1 (stereo not drawn),i,-13%,-18%,-1%,-9%,0%,-13%,4%,27%
COc1ccc(N2CCN(S(=O)(=O)c3c(C)[nH]c(C)c3C(=O)N3CCCC3)CC2)cc1,i,-20%,i,7%,-3%,-18%,2%,-8%,-6%
CCCCNC(=S)NNC(=O)c1csc2ccccc12,i,6%,14%[57.5 µM],-1%,7%,13%,1%,-3%,12%
COc1ccc(CN2C(=O)C(CC(C)C)Nc3ncnc(N4CCN(c5ccccn5)CC4)c32)cc1 (stereo not drawn),i,-6%,i,?,0%,-10%,0%,5%,16%
COc1ccc2c(C(=O)CN3CCC(C)CC3)c[nH]c2c1,.,-6%,i,0%,3%,-6%,0%,.,-13%
O=C(c1ccco1)N1CCN(C(=O)c2ccc(-c3ccc(Cl)cc3)o2)CC1,i,-7%,-25%,6%,-3%,22µM*,-8%,-1%,40%

Record cards (already shown). Screens in order: Akt phos inh | Abeta rescue | PTHR1 agonist | GLP1R inv ag | HEK293 tox | TDP-43 yeast inh | Mm-Cpn inhibitor | aSyn yeast inh | FUS yeast rescue
`CCCCNC(=S)NNC(=O)c1csc2ccccc12` in the list: i | 6% | 14%[57.5 µM] | -1% | 7% | 13% | 1% | -3% | 12%
`COc1ccc(CN2C(=O)C(CC(C)C)Nc3ncnc(N4CCN(c5ccccn5)CC4)c32)cc1` (stereo not drawn) in the list: i | -6% | i | ? | 0% | -10% | 0% | 5% | 16%
